B2AR arrestin = agonists driving beta-arrestin recruitment to human beta2-adrenergic receptor | P07550 | beta-arrestin recruitment to beta2AR, cell-based reporter | Potency, µM (top dose mostly 46.1 µM), without a hit: at the top dose activation, most hits filed as activators | hit rate 0.02% among 330,000 | AID 492947;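 also: potency is read from the fitted curve at half-maximal effect; 0% = DMSO controls and full agonism = EC100 isoproterenol or metaproterenol; nearly all actives have a fitted effect of over 65% in size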
Target sequence (P07550 whole entry, looked up): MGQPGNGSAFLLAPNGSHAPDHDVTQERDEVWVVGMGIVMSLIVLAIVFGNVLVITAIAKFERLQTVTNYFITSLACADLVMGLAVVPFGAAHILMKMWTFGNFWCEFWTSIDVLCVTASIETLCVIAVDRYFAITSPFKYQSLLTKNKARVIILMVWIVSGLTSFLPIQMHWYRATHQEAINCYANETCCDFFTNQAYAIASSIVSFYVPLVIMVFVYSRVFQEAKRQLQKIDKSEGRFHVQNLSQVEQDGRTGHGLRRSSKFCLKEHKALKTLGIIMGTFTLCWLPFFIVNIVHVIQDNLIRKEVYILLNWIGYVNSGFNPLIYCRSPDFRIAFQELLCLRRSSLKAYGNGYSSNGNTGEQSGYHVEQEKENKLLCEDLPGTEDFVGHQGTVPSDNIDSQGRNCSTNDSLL
Giardia killer = Giardia lamblia killing. Giardia lamblia trophozoite viability. activity change, % at 7.66 µM, hits read low. hit rate 0.15% among 340,000. AID 540267; in the data active = activity change below about -80%; inconclusive = between about -30% and that limit;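 also: parasites exposed to compound for two days anaerobically before the ATP read; % is scaled to controls: 0 for no effect and ±100 for the full control effect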
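Compounds were tested on trophozoites seeded at 100 cells/well and held 48 hrs at 37 deg C anaerobically. An ATP-based luminescent kit measured the remaining live cells.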
PKM2 activator = activators of human pyruvate kinase M2; P14618; AID 1631; Potency, µM (highest dose often 57.5 µM), for the others: at the highest dose activation, actives largely listed as activators; hit rate 0.34% among 260,000; purified PKM2, Kinase-Glo ATP luminescence, activation; response scale: 0% is enzyme alone, no compound; also: potency is read from the fitted curve at half-maximal effect; % is scaled to controls: 0 for no effect and ±100 for the full control effect; nearly all actives have a fitted effect of over 55% in size
Target sequence (P14618 whole entry, looked up): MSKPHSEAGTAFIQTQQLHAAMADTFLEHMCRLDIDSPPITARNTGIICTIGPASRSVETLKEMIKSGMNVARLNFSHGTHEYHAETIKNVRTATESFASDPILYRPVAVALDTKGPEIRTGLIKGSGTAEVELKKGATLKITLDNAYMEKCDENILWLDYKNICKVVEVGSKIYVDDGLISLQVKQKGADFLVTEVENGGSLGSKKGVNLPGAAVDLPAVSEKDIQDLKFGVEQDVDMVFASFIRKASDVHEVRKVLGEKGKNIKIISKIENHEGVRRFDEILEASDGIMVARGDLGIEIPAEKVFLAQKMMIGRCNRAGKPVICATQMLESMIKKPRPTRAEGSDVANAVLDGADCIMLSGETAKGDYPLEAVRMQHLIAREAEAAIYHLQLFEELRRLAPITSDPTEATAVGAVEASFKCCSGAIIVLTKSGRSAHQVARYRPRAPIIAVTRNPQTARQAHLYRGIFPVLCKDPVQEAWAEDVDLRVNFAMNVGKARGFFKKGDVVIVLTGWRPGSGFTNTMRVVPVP
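Purified hPK-M2 (>95% pure) converted ADP (0.1 mM final) to ATP with 0.5 mM PEP in 50 mM imidazole pH7.2, KCl, MgCl2, Tween 20, BSA; 1 h at room temperature. ATP detected by Kinase-Glo luminescence.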
GALK inh = inhibitors of human galactokinase; P51570; Potency, µM (highest dose often 57.5 µM), for the others: at the highest dose activity change, negative = inhibition, usual class: inhibitors; Purified GALK, Kinase-Glo residual ATP luminescence; hit rate 0.007% among 270,000; also: potency is read from the fitted curve at half-maximal effect; % is scaled to controls: 0 for no effect and ±100 for the full control effect
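Galactose (100 uM) and ATP (35 uM) were turned over by 5 nM GALK for 1 h at RT. Kinase-Glo Plus then converted the remaining ATP into a luminescent signal.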
TSG101-PTAP inh = blocks PTAP/TSG101 interaction to inhibit HIV-1 budding; 340,000 tested, under 10 active; AID 493005; Fluorescence polarization, FITC-PTAP peptide / Tsg101 binding; Potency, µM (top dose mostly 115 µM), inactives show at the highest dose activity change, negative = inhibition, hits mostly inhibitors; active = well fitted inhibition curve with a large enough effect in the main read-out, with a control signal flat, not every such curve was filed as active; inconclusive = small, poorly fitted or top-dose-only effect, or effect the other way, or a change in a side signal; inactive = no such curve, though single readings can be large or run the other way; also: potency is read from the fitted curve at half-maximal effect; % of control where 0% means no effect
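Fluorescence anisotropy tracks displacement of a FITC-tagged PTAP peptide (50 nM) from the Tsg101 binding domain (10 uM), following a 20 min room-temperature incubation at pH 7.5.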
Chronic BCR inh = blocks chronic active B-cell receptor signaling | AID 493014 | hit rate 0.05% among 340,000 | ABC-DLBCL IkBa-CBG/CBR reporter, luminescence ratio, 4 h | Potency, µM (top dose mostly 46.1 µM), inactives show at the highest dose ratio change, negative = lower green/red ratio, hits mostly inhibitors; active = well fitted inhibition curve with a large enough effect in the signal ratio, with a control signal flat, not every such curve was filed as active; inconclusive = small, poorly fitted or top-dose-only effect, or effect the other way, or a change in a side signal; the % refers to the signal ratio;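 also: potency is read from the fitted curve at half-maximal effect; plate controls were basal doxycycline-induced cells for no effect and cells given 10 µM MG132 for full effect; MG132 reads +100%, hits lower the ratio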
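Compounds up to 46 uM were incubated four hours with TMD8 cells whose green CBG68 luciferase is fused to IkappaBalpha; red CBR luminescence normalised the signal, and concentration-effect curves were fitted to fusion, red and ratio data.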
S-ASM inh = inhibitors of human secretory acid sphingomyelinase. AID 504937. hit rate 0.006% among 340,000. placental ASM, HMU-PC fluorogenic substrate, 60 min. P17405. Potency, µM (titrated, usually from 57.5 µM), for inactives: at the highest dose activity change, negative = inhibition, most hits filed as inhibitors; also: potency is read from the fitted curve at half-maximal effect
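Steps: dispense placental human ASM, pin compound, wait 10 min at room temperature, add HMU-PC0 substrate at 9 uM final, incubate 60 min at 37 °C, add stop solution raising pH to 10, read fluorescence.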
Integrin act MD = activates integrin-mediated alleviation for muscular dystrophy. alpha7betagal myoblasts, beta-gal FDG fluorescence, 48 h. Potency, µM (highest dose often 38.3 µM), without a hit: at the highest dose activation, most hits filed as activators. hit rate 0.064% among 350,000. AID 624291;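 also: potency is read from the fitted curve at half-maximal effect; 100% = response of the positive control SU9516; nearly all actives have a fitted effect of over 60% in size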
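Alpha7betagal+/- myoblasts (passage 13) were plated 16-24 hr, then exposed to compounds (1:260 dilution of DMSO stock) for 48 hours at 37C. After MPER lysis, β-galactosidase reporter activity was read as FDG fluorescence (ex 480/em 540) after 30 minutes.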
Tb PFK inh = inhibitors of T. brucei phosphofructokinase | O15648 | T. brucei PFK, ADP-Glo luminescence | Potency, µM (highest dose often 57.5 µM), inactives show top-dose activity, negative = inhibition, actives largely listed as inhibitors | hit rate 0.17% among 330,000 | AID 485367;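 also: potency is read from the fitted curve at half-maximal effect; 0% = uninhibited 1x PFK enzyme wells and -100% = no-enzyme wells; nearly all actives have a fitted effect of over 60% in size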
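Activity is normalized to no-enzyme wells (full inhibition) and 1.25 nM enzyme wells (no inhibition). Reaction: 0.5 mM F6P, 0.1 mM ATP, 45 min RT, ADP-Glo luminescence; concentration-response curves fitted and classed by quality.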
Coupling enz = counter-screen for Giardia aldolase inhibitors: coupling enzyme system; coupling enzyme system counterscreen, AmpLite Red fluorescence; activity change, negative = inhibition, % at 58.2 µM, hits read low; hit rate 0.67% among 290,000; in the data active = activity change below about -30%; also: % is scaled to controls: 0 for no effect and ±100 for the full control effect
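Final compound at 57.5 uM, incubated 10 min at RT with coupling enzyme reagent (glyceraldehyde-3-phosphate), then 20 min with substrate and AmpLite Red detection. Fluorescence read at 525/598 nm; tests interference with the coupling assay, not aldolase inhibition.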
Menin MLL FP TR = inhibitors of human menin-MLL interaction, mutant MLL peptide; Potency, µM (series often up to 61.6 µM), without a hit: top-dose FP activity change, negative = inhibition, usual class: inhibitors; Menin + Texas Red MLL mutant peptide, fluorescence polarization; O00255; hit rate 0.23% among 270,000; active = well fitted inhibition curve with a large enough effect in the polarisation, with a control signal flat, not every such curve was filed as active; inconclusive = small, poorly fitted or top-dose-only effect, or effect the other way, or a change in a side signal; inactive = no such curve, though single readings can be large or run the other way; the % refers to the polarisation; also: potency is read from the fitted curve at half-maximal effect; % of control where 0% means no effect; many of its hits are not listed in these tables
* = called active by the depositor; ? = inconclusive; nt = not tested or not shown; & = joins results of further samples; [ ] = another dose, or the depositor's remark. Unless noted, calls follow the shape of the dose curve; as a rule, active = well fitted curve in the direction sought with a large enough effect; inconclusive = small, poorly fitted or top-dose-only effect, or another doubt; inactive = no such curve, though single readings can be large; an effect the other way counts as inactive or inconclusive.

compound	B2AR arrestin	Giardia killer	PKM2 activator	GALK inh	TSG101-PTAP inh	Chronic BCR inh	S-ASM inh	Integrin act MD	Tb PFK inh	Coupling enz	Menin MLL FP TR
COc1ccc(CNC(=O)CCCOc2cc(=O)n(C)c3ccccc23)cc1	-0.1%	-23	2%	1%	-2%	?	-4%	15%	0%	2	6%
CCn1c(CNC(=O)Cc2ccc(OC)cc2)nnc1SCC(=O)NC1CCCCC1	0.3%	7	4%	3%	-7%	3%	2%	-5%	7%	1	-2%
O=C1N[C@@H](c2ccccc2)COC(=O)[C@@H](Cc2ccc(F)cc2)C/C=C\C[C@H]1CC(=O)N(CCO)Cc1ccccc1	0.1%	4	nt	nt	-6%	1%	-11%	-27%	-1%	nt	nt
COc1ccc2c(c1)c(C(O)CN1CCC3(CC1)OCCO3)c(C)n2C (centres undefined)	-0.1%	nt	1%	3%	nt	-12%	nt	nt	6%	0	-1%
CN(C)c1ccc(C(CNS(=O)(=O)c2ccc(F)c(F)c2)c2c[nH]c3ccccc23)cc1 (centres undefined)	6.5%	2	0%	0%	1%	?	-19%	-50%[inhibitor]	-6%	0	?
O=C(COC(=O)c1ncc(Cl)c(Cl)c1Cl)NC(=O)NCc1ccccc1	-0.2%	36[activator]	0%	-3%	-2%	11%	0%	-25%	4%	-2	7%
O=C(CCSc1nnc(-c2ccncc2)o1)Nc1cccc2ccccc12	-0.1%	-5	7%	0%	-2%	-29%	-1%	-47%[inhibitor]	-4%	-2	5%
O=C(CCn1c(=O)[nH]c2ccsc2c1=O)NCCc1ccc(Cl)cc1	0.0%	5	6%	1%	-2%	?	2%	1%	2%	1	28%
Cc1c(C(=O)OCC2CCCO2)[nH]c2c1C(=O)CC(c1ccco1)C2 (centres undefined)	0.3%	-16	20µM*	-3%	1%	?	-5%	20%	?	-1	4%
CC(C)CC(C(=O)NC1CCCCC1)N(Cc1ccccc1)C(=O)c1snc(C(N)=O)c1N (centres undefined)	-0.2%	-16	nt	-4%	-6%	0%	183%[activator]	0%	2%	-3	1%
COC(=O)c1ccccc1S(=O)(=O)N1CCC(C(=O)OCc2ccc([N+](=O)[O-])cc2)CC1	0.0%	-2	nt	nt	-1%	-14%	-2%	1%	-12%	nt	nt
CC(=O)c1c(C(C)=O)c(C)n(-c2ccc(C)c(NC(=O)c3ccccc3Cl)c2)c1C	0.0%	-13	-1%	-3%	nt	-6%	-2%	-14%	4%	-1	?
Cc1ccccc1C(=O)c1cccn1CC(=O)N1CCCCC1	0.3%	-13	nt	1%	-3%	8%	7%	-29%	-1%	-2	1%
CCC(C)[C@@H](C(=O)N1CCNCC1)n1cc(CCCN=C(N)N)nn1 (some centres undefined)	-0.4%	-9	0%	1%	-2%	-3%	3%	5%	-2%	6	12%
Cc1ccc(N/N=C/c2ccc3c(c2)OCCO3)cc1Cl	-0.1%	-4	-9%	-1%	4%	-15%	11%	-14%	-4%	0	-23%
CN(CC(=O)N1CCN(c2ccccn2)CC1)S(=O)(=O)c1ccc(Cl)cc1	-0.1%	16	3%	6%	-9%	0%	1%	1%	-10%	-2	-10%
COc1ccc(CCNS(=O)(=O)c2cn(C)nc2C)cc1	-0.9%	-5	-1%	7%	-3%	-5%	1%	15%	-16%	-1	5%
O=S(=O)(c1cccc(S(=O)(=O)N2CCOCC2)c1)N1CCCCC1	-0.9%	24	5%	1%	-5%	?	3%	9%	3%	4	5%
CC1CCN(C(=O)c2ccc([N+](=O)[O-])o2)CC1	0.3%	?	nt	-1%	-5%	?	-1%	-38%	-7%	1	0%
COc1ccc(NN=Nc2nc3c([nH]2)c(=O)n(C)c(=O)n3C)cc1	14%	-13	?	9%	0%	?	0%	18%	-14%	7	nt
CCCOc1ccc(NCC(=O)Nc2ccc(C)cc2C)cc1	0.3%	10	-1%	0%	-3%	?	-8%	-25%	-8%	-12	-20%
CCCN=Cc1sc2ccc(OCC)cc2c1O	0.5%	12	18%	6%	-6%	?	6%	-12%	-7%	4	6%
CCOc1ccccc1N(CC(=O)Nc1cc(OC)ccc1OC)S(C)(=O)=O	0.1%	3	2%	0%	1%	20%	-3%	-11%	4%	1	nt
CCOc1ccc(N=NC2C(=O)N(C(N)=S)N=C2C)cc1 (centres undefined)	-0.4%	3	0%	5%	-10%	?	-12%	-16%	-4%	1	?
Cc1cccc(OCC(=O)OCC(=O)Nc2sccc2C(N)=O)c1	-0.9%	-16	nt	nt	4%	-1%	-2%	-4%	0%	nt	nt
Cc1cc(OC(=O)c2c(Cl)cc(Cl)cc2Cl)nc(C)n1	0.1%	-24	0%	-1%	-4%	-9%	5%	-26%	0%	1	-14%
COc1cccc(NC(=O)CCC2CCN(C(=O)c3ccc(C(C)=O)s3)CC2)c1	0.2%	-1	nt	-1%	-3%	2%	-4%	?	-4%	nt	nt
CCN1CCN(Cc2ccc(NC(=O)c3ccc(C)c(NC(=O)C4=NN(c5ccccc5)C(=O)C4)c3)cc2C(F)(F)F)CC1	-1.0%	29	2%	-3%	0%	2%	-10%	1%&11%	3%	-3	nt
CCOC(=O)c1ccc(NC(=O)Cc2coc3cc4c(cc23)CCC4)cc1	-0.4%	-9	9%	1%	-1%	?	-15%	-9%	1%	-1	34%[activator]
COc1ccc(C)cc1S(=O)(=O)NCCc1ccccc1	-0.1%	3	0%	0%	-4%	7%	1%	-1%	3%	2	0%
NC1=NC(=O)CC(C(=O)NCc2ccccc2)S1 (centres undefined)	0.3%	-16	1%	2%	-8%	-1%	-1%	-14%	3%	3	9%
Cc1ccccc1OCCNc1cc(N2CCCCC2)ccc1[N+](=O)[O-]	-0.1%	-8	-2%	3%	-3%	?	-20%	-58%[inhibitor]	0%	0	7%
COc1ccc(NC(=O)c2cccc(OS(=O)(=O)N(C)C)c2)cc1	0.0%	-28	-6%	4%	0%	?	3%	-20%	-24%	1	43%[activator]
c1ccc2[nH]c(C3CC3)nc2c1	-0.1%	-22	-1%	1%	-8%	8%	-1%	-12%	5%	-1	-2%
Cc1c(C)c2c(OCC(=O)NCc3ccco3)cc3c(c2oc1=O)CCC(C)(C)O3	3.8%	-1	-2%	nt	2%	-10%	136%[activator]	27%	-5%	2	?
O=c1[nH]c2ccc(Cl)cc2c(-c2ccccc2)c1N1CCN(c2ccccn2)CC1	0.2%	7	-6%	6%	-5%	0%	-6%	-11%	3%	4	2%
COC(=O)c1cc(Cl)cc(Cl)c1OS(=O)(=O)N(C)C	-0.1%	-3	2%	-3%	-1%	?	-1%	25%	-1%	-5	18%
O=C(Nc1ccc2nc(-c3ccco3)c(-c3ccco3)nc2c1)N1CCCCCC1	1.0%	-19	8%	-2%	-22%	19%	nt	29%	-28%	-37*	?
Cn1c(SCC(=O)NC2CCCCCC2)nnc1-c1ccco1	-1.0%	-3	0%	0%	-7%	-2%	3%	18%	4%	1	-21%

3 compounds from above, ordered by SMILES length, smallest number first.
compound	B2AR arrestin	Giardia killer	PKM2 activator	GALK inh	TSG101-PTAP inh	Chronic BCR inh	S-ASM inh	Integrin act MD	Tb PFK inh	Coupling enz	Menin MLL FP TR
CCCOc1ccc(NCC(=O)Nc2ccc(C)cc2C)cc1	0.3%	10	-1%	0%	-3%	?	-8%	-25%	-8%	-12	-20%
COc1ccc(NC(=O)c2cccc(OS(=O)(=O)N(C)C)c2)cc1	0.0%	-28	-6%	4%	0%	?	3%	-20%	-24%	1	43%[activator]
CCC(C)[C@@H](C(=O)N1CCNCC1)n1cc(CCCN=C(N)N)nn1 (some centres undefined)	-0.4%	-9	0%	1%	-2%	-3%	3%	5%	-2%	6	12%

Only part of the results is shown. The share of hits here may be higher or lower than overall.
